# Compound activity deposited in PubChem BioAssay by Icahn School of Medicine at Mount Sinai.
# RBX1-CUL1 inh: inhibitors of human ROC1-CUL1 ubiquitin ligase activity | E3 ubiquitin-protein ligase RBX1 (Homo sapiens) + Cullin-1 (Homo sapiens), P62877+Q13616 | 0.6% of 140,000 active | in vitro K48 di-Ub FRET, acceptor:donor ratio, 45 min | inhibition, % at 10 µM | AID 1347404, 2020; in the data active = inhibition above about 25%
# Target sequence (P62877 whole entry, looked up): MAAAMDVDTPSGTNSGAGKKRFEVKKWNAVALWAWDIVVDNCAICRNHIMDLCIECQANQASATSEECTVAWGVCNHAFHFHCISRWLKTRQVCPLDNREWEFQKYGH
# Target sequence (Q13616 whole entry, looked up): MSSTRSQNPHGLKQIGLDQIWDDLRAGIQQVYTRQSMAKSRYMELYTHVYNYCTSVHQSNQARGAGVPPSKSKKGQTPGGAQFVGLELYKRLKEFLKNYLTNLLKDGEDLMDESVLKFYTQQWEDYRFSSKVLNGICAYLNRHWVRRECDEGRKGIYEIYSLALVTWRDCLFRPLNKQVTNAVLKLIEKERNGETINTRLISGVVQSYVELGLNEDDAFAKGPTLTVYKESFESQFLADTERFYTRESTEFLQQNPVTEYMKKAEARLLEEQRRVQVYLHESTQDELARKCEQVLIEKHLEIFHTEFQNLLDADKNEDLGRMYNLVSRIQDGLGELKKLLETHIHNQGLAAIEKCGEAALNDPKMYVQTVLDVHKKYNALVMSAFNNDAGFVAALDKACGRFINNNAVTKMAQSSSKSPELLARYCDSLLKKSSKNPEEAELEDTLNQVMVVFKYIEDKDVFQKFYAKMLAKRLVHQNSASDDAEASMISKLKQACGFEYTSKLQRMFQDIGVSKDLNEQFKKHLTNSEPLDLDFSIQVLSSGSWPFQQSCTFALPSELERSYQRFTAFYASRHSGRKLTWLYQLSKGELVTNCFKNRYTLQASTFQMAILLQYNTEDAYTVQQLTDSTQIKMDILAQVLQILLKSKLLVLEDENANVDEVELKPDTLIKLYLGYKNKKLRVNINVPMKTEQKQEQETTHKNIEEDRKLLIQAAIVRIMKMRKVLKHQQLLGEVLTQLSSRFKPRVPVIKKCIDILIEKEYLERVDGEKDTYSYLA
# Starred values were filed as active, the others as inactive. The list is partial (hit frequency here may not be typical).
RBX1-CUL1 inh	canonical_smiles
-3	Cn1c(=O)c2c(nc(Cl)n2Cc2ccc(Cl)cc2Cl)n(C)c1=O
1	Cc1ccc(C(=O)N2CCC3(CC2)CC3C(=O)NCCc2ccccn2)c(C)c1 (stereo unspecified)
-9	CCc1ccc(-n2nnc(C(=O)Nc3ccc(F)cc3)c2C)cc1
10	COc1cc(/C=N\NC(=O)c2cc3c(ccc4ccccc43)o2)ccc1C
4	COc1ccccc1NC(=O)CSc1nnc(Cc2ccccc2)o1
2	Cc1ccc(S(=O)(=O)Nc2cccc(-c3ccc(N4CCCC4)nn3)c2)c(C)c1
10	COCCOc1ccc(C(=O)n2cnc3ccccc32)cc1
2	Cn1cc(-c2csc(N)n2)c2ccccc21
6	Cc1nn2c(C(F)(F)F)cc(-c3ccc(Cl)cc3)nc2c1C(=O)NCCCn1ccnc1
5	COc1ccccc1CNC(=O)CCc1c(C)c2cc3c(C)c(C)oc3cc2oc1=O
1	COc1ccccc1CNC(=O)c1ccc(-c2nc(CS(=O)c3ccc(C)cc3)c(C)o2)cc1 (stereo unspecified)
-1	S=c1[nH]nc(CN2c3ccccc3Sc3ccccc32)n1-c1ccccc1

RBX1-CUL1 inh	canonical_smiles
10	CCOc1ccc(NC(=O)CSc2nnc(CNC(=O)c3ccc(C)cc3)n2C)cc1
-2	O=C(CCc1ccccc1)Nc1ccccc1-c1ccccc1NC(=O)CCc1ccccc1
2	c1ccc2c(c1)C1c3ccccc3C2c2ccccc21
1	Cc1c(C(=O)Nc2ccc(-c3nc4cc(Cl)ccc4o3)cc2)oc2ccccc12
-3	CCOc1ccc(C(=O)N2CCCCC2CCN2CCOCC2)cc1 (stereo unspecified)
-10	O=C1CCC(CCC(=O)N2CCC(Oc3ccccc3F)CC2)(Cc2ccccc2)N1 (stereo unspecified)
2	CCOC(=O)C1(Cc2ccc(F)cc2)CCCN(C(=O)c2ccnn2C)C1 (stereo unspecified)
0	Cn1cc(S(=O)(=O)N2CCCCCC2)cc1C(=O)NCc1ccc(F)cc1
0	Cc1c(Cl)cccc1NC(=O)CCCn1nc(C)c2sc3ccccc3c2c1=O
-7	CSc1ccccc1C(=O)NCc1c(C)ncc2c1CCN(C(=O)c1cc(F)c(F)cc1F)C2
-10	CCS(=O)(=O)N1CCC(C(=O)Nc2ccc(C(C)C)cc2)CC1
11	CCOC(=O)N1CCN(Cc2nc(-c3ccc(OC)c(C)c3)oc2C)CC1

RBX1-CUL1 inh	canonical_smiles
-4	CCC(CC)C(=O)Nc1nnc(S(=O)(=O)N2CCCCCC2)s1
-4	CCN1C(=O)N=C(Cc2cccc(Br)c2)C1=O
2	O=c1[nH]ncc(SCc2ccc(Cl)cc2)c1SCc1ccc(Cl)cc1
8	N#Cc1c[nH]n2c(NC3CCCC3)c(-c3cccc(Br)c3)nc12
-2	CC(=O)c1c(C(C)=O)c(C)n(Cc2ccc(Cl)cc2)c1C
-5	Cc1ccc(N)c(OCCOc2ccc(OCc3ccccc3)cc2N)c1
3	CSc1ccc(CNc2cccc(C(=O)O)c2C)cc1
-4	O=C(NCc1ccccn1)c1ccc(NC(=O)c2ccco2)cc1
3	O=C(CSc1nc2ccccc2o1)Nc1ccc(S(=O)(=O)Nc2ccc(Cl)nn2)cc1
4	CC1CCN(S(=O)(=O)c2ccc(S(N)(=O)=O)cc2)CC1
-6	CC1=NC(=O)C=C2c3ccc(C)cc3OC21 (stereo unspecified)
1	Cc1cc(C)n(-c2nc3c(c(=O)[nH]c(=O)n3C)n2CCC(C)C)n1

RBX1-CUL1 inh	canonical_smiles
-2	COc1cc(/C=C2\C(=O)NN(c3ccccc3)C2=O)cc(OC)c1OC
15	CSc1nc(C(=O)NCc2nc(-c3cccc(NC(=O)C4CCCN(C)C4)c3)oc2C)cs1 (stereo unspecified)
4	Cc1ccc(Sc2ncccc2[N+](=O)[O-])nc1
-6	O=C(NCCS(=O)(=O)N1CCN(c2ccc(F)cc2)CC1)C(c1ccccc1)c1ccccc1
9	COc1cc(F)nc(NC(=O)NC(=O)COc2ccc(Cl)cc2)n1
-15	CCC1CCc2nc3sc(C(=O)Nc4ccc(Cl)cc4Cl)c(N)c3cc2C1 (stereo unspecified)
-3	CCOc1ccccc1NC(=O)c1ccc(Cl)cc1Cl
-3	CCCN1CCN(CC(=O)Nc2ccccc2C)CC1
-4	Cc1ccc(NC(=O)CCCn2c(=O)c3cccn3c3ccccc32)c(C)c1
-2	Cc1sc2nc(-c3ccc(-c4ccc(C(=O)O)cc4)o3)[nH]c(=O)c2c1C
0	COC(=O)c1c(NC(=O)Cc2c(F)cccc2Cl)sc(C)c1-c1ccc(OC)cc1
-9	CC1=NC(=S)C(C#N)=C(/C=C\c2ccccc2)C1

RBX1-CUL1 inh	canonical_smiles
4	COc1cc(/C=C2\N=C(c3ccc(NC(C)=O)cc3)OC2=O)ccc1OCc1ccccc1
5	CN(Cc1ccco1)C(=O)CC1(c2cccc(C(F)(F)F)c2)CC(=O)N(C2CC2)C1=O (stereo unspecified)
0	CC(=O)Nc1cccc(-c2nnc(SCC(=O)NC(C)(C)C)n2C)c1
1	O=C(Nc1ccc(C2(c3ccc(NC(=O)c4ccc(Cl)cc4)cc3)c3ccccc3-c3ccccc32)cc1)c1ccc(Cl)cc1
5	Ic1ncn(COCc2ccccc2)c1I
-5	O=[N+]([O-])c1cc(Cc2ccccc2)cc(C=Nc2ccc(O)c(-c3nc4ccccc4o3)c2)c1O
8	COc1cc(C(=O)NC2CCCC2)cc(OC)c1OC
3	CCNC(=S)NNC(=O)c1cccs1
4	CCOc1ccccc1C(=O)NCC(c1cccs1)S(=O)(=O)c1ccc(F)c(C)c1 (stereo unspecified)
11	O=C(CN1C(=O)S/C(=C/c2ccccc2F)C1=O)N1CCOCC1
8	O=C1NC(=S)N=C2c3ccccc3CC3(CCCC3)C12 (stereo unspecified)
-3	Cc1cc(C)c(OCC(O)CN2CCC(C)CC2)c(C)c1 (stereo unspecified)

RBX1-CUL1 inh	canonical_smiles
1	O=C1c2ccccc2C(=O)N1CCCSc1nnc(-c2cccs2)n1-c1ccccc1
0	Cc1ccc2oc(-c3ccccc3Br)nc2c1
5	Cc1nn2c(C)nnc2c2nn(-c3cccc(Cl)c3)c(C)c12
8	O=C(O)c1cc2sc(Cl)cc2s1
-7	Cc1cccc2c1-c1sc(C(=O)Nc3ccccc3C(N)=O)cc1CO2
4	Cc1ccc(C)c(S(=O)(=O)c2nnn3c2nc(N2CCCC2)c2sccc23)c1
58*	O=C(O)c1ccc(-c2ccc(/C=c3/sc4n(c3=O)C(c3ccc(F)cc3)C3=C(N=4)c4ccccc4CC3)o2)cc1Cl (stereo unspecified)
5	O=C1NC(=O)/C(=C\c2ccc(Cl)c(Cl)c2)S1
-10	CCOC(=O)c1ccc(NC(=O)CC2C(=O)N(c3ccc(F)cc3)C(=O)N2Cc2ccc(C)cc2)cc1 (stereo unspecified)
-7	Cc1ccc(C(C)C)c(OCC(=O)Nc2cccc(-c3nc4ncccc4o3)c2)c1
-4	COC(=O)c1ccccc1NC(=O)CCC(=O)N1CCOc2ccccc21
-4	Cc1nnc(SCc2ccccc2)n1N

RBX1-CUL1 inh	canonical_smiles
-6	CC(=O)C(N=Nc1ccc(Br)cc1)C(C)=O
5	Cc1ccc(-c2nc(N)sc2CC(=O)O)cc1
-1	O=C(c1coc(COc2cccc(F)c2)n1)N1CCN(c2ccccc2)CC1
3	Cc1cc(CN2CCCC(CCc3ccccc3F)C2)n[nH]1 (stereo unspecified)
-10	COc1cc(N2N=C(C)C(C=Nc3ccc(Cl)c(Cl)c3)C2=O)ccc1Cl (stereo unspecified)
-9	Cc1cccc(CN2CCC(C(=O)NC3CCCCCC3)CC2)c1
4	COc1ccc(NC(=O)CC(C)S(=O)(=O)c2ccc3c(c2)NC(=O)CO3)cc1OC (stereo unspecified)
4	O=C(NC(NC(=S)Nc1cccc(C(F)(F)F)c1)C(Cl)(Cl)Cl)c1cccc(I)c1 (stereo unspecified)
9	Cc1ccc(N2C(=O)/C(=C\N=C3C(=O)N(c4ccccc4)N(C)C3C)c3ccccc3C2=O)c(C)c1 (stereo unspecified)
0	Cc1ccc2c(c1)CN(CCNC(=O)CSc1ccccc1)CC(C)O2 (stereo unspecified)
-1	Cc1ccc(S(=O)(=O)n2nc(-c3ccco3)nc2NCc2ccccc2Cl)cc1
-3	CC(C)c1ccc(C(C[N+](=O)[O-])c2c(-c3ccccc3)n(C)c3ccccc23)cc1 (stereo unspecified)

RBX1-CUL1 inh	canonical_smiles
-5	CCCCOc1ccc(C(=S)N2CCOCC2)cc1OC
-2	CCOc1ccc(OCC)c(NS(=O)(=O)c2c(C(=O)N3CCC(C)CC3)c(C)n(C)c2C)c1
-4	COc1cccc(CNC(=O)C2CCN(S(=O)(=O)c3ccc4c(ccn4C)c3)CC2)c1
8	Nc1c(C(=O)N2c3ccccc3Sc3ccc(Cl)cc32)sc2nc3c(cc12)CCCCCC3
-3	COc1ccccc1N(CC(=O)N/N=C(\C)CCc1ccccc1)S(C)(=O)=O
-10	Cc1cc(=O)n2c3c(cc(S(=O)(=O)NC4CC4)cc13)CCC2
4	CCS(=O)(=O)Nc1ccc(C(=O)N2CCCc3ccccc32)cc1
-7	CCc1ccc(C(=O)CC2(O)C(=O)N(CCCC#N)c3ccccc32)cc1 (stereo unspecified)
-2	Cc1ccc(S(=O)(=O)c2nnn3c2nc(NCCc2ccccc2)c2sccc23)cc1
-5	Cc1nc2ccc(S(=O)(=O)N(CC(=O)Nc3ccc(Cl)cc3)Cc3ccccc3)cc2s1
-6	CC1(C)COC(c2cc([N+](=O)[O-])ccc2Cl)=N1
-10	Cc1ccc(OCCn2c(COc3ccc(Cl)cc3)nc3ccccc32)cc1

RBX1-CUL1 inh	canonical_smiles
1	Oc1ccc(Cl)cc1C=Nc1cccc(N=Cc2cc(Cl)ccc2O)c1
-3	CC1(C)CC(=O)c2cnc(NC(=O)Nc3ccc(Cl)c(Cl)c3)nc2C1
9	S=c1[nH]nc(CN2c3ccccc3Sc3ccccc32)n1Cc1ccccc1
-5	Cc1cccc(N2CC(C(=O)N3CC(C)OC(C)C3)CC2=O)c1 (stereo unspecified)
7	CCc1c(C(=O)N2CCC(Cn3cc(CO)nn3)CC2)csc1C
6	CC(C)CC(=O)Nc1ccnn1C1CCN(Cc2cc(=O)c3ccccc3[nH]2)CC1
6	COCCCN1C(=O)CC(CC(=O)N2CCN(C3CCCC3)CC2)(c2ccccc2Cl)C1=O (stereo unspecified)
10	CC(=O)c1ccc(-c2nnc(CCC(=O)NCCc3ccco3)o2)s1
3	Cc1cc(/C=N\NC(=O)c2ccncc2)c(C)n1-c1cccc(C(F)(F)F)c1
3	O=C(c1ccccc1)C(Cn1cncn1)C(Sc1ccccc1)c1ccccc1 (stereo unspecified)
0	COc1ccc(CNC(=O)CCC2CCCN(C)C2)c(OC)c1 (stereo unspecified)
5	COc1ccc(C2N(c3ccc(OC)cc3)C(=S)N3CCCN23)cc1 (stereo unspecified)

RBX1-CUL1 inh	canonical_smiles
7	Cc1ccccc1N1C(=O)/C(=C/c2cc(Cl)cc(Cl)c2O)C(=O)NC1=S
0	Cc1ccccc1C(=O)Nc1ccc2nc(SCC(=O)N(C)c3ccccc3)sc2c1
5	O=C(CCC1CCCN(C2CCOCC2)C1)Nc1ccccc1F (stereo unspecified)
-1	O=C(O)COc1ccc(Cl)cc1C1C2=C(CCCC2=O)N=C2CCCC(=O)C21 (stereo unspecified)
2	C=CCn1c(CCCOc2ccc(Cl)cc2Cl)nnc1SCC(=O)Nc1nccs1
4	CC(C)(C)C(=O)COC(=O)c1cccc(NC(=O)c2ccco2)c1
-10	COC(=O)C1C(=N)OC2=C(C(=O)CC(C)(C)C2)C1c1ccccc1 (stereo unspecified)
-2	CCCCN(C)c1nnc(NC(=O)Nc2ccc(Br)c(C)c2)s1
4	Cc1nnc(NC(=O)CSc2nc3c([nH]c4ccccc43)c(=O)n2-c2ccc(Cl)cc2)s1
1	Cc1cc(C(F)(F)F)c2c(N)c(C(=O)Nc3c(Cl)cccc3Cl)sc2n1
-1	Cc1nnc2c(Nc3cccc(O)c3)nc3ccccc3n12
-2	O=C(Nc1ccc2nc(SCC(=O)N3CCCC3)sc2c1)c1cccc(Cl)c1

RBX1-CUL1 inh	canonical_smiles
0	CSc1nc(Oc2ccccc2)cc(-n2ncc(C#N)c2N)n1
3	Cc1ccc(-c2nnc(SCCOc3ccccc3)o2)cc1
4	CCN(Cc1ccccc1)C(=O)c1cc2c(s1)-c1c(C)cccc1OC2
0	CCOC(=O)/C(Cl)=N/Nc1ccccc1Cl
4	COc1cc(OC)nc(Oc2cccc(OC)c2N)n1
-1	COc1ccc(OC)c(SC(CC(=O)c2ccc(Cl)cc2Cl)c2ccccc2)c1 (stereo unspecified)
-6	CCCOc1ccc(N=c2ssc3c2-c2cc(C)cc(C)c2NC3(C)C)cc1
-7	O=S(=O)(/C=C/c1ccccc1)N1CCN(Cc2ccccc2)CC1
